# bovine MsrA act = activates bovine MsrA enzyme | purified bovine MsrA, absorbance read-out | activation, % at 10.6 µM | 0.3% of 360,000 active; in the data active = activation above about 7.5%;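 note: 0% = vehicle and 100% = reference activator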
# Tb MetRS inh = blocks T. brucei methionyl-tRNA synthetase activity | 0.4% of 360,000 active | purified T. brucei MetRS, ATP depletion, Kinase-Glo luminescence | inhibition, % at 11.9 µM | AID 624268;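 active = inhibition above a per-plate cutoff of the control wells' mean inhibition plus 3 SD, cut at about 5.5% in these data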;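 note: 0% = DMSO wells median and 100% = median of wells with control inhibitor compound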
#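 Measured by: Kinase-Glo luciferase luminescence reporting remaining unconsumed ATP. Material: purified T. brucei MetRS enzyme. Doses: 11.9 µM compound single dose, 0.9% DMSO. Medium: HEPES buffer containing pyrophosphatase, BSA, spermine, DTT. Times: 15 min preincubation, 2 h reaction, all 25 °C. Reagent: methionine, ATP and bulk E. coli tRNA.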
# LMPTP block = blocks human LMPTP phosphatase | 0.22% of 360,000 active | AID 651560 | inhibition, % at 20 µM | recombinant LMPTP-A, OMFP fluorogenic substrate, fluorescence intensity;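 active = compounds that cut the enzyme signal by at least half of the control window in the single-dose screen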;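 note: plate controls were DMSO wells with enzyme plus substrate for no effect and substrate without enzyme for full effect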
#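 Assay system: LMPTP-A, protein tyrosine phosphatase of low molecular weight / Medium: pH 6.0 Bis-Tris buffer with DTT and Triton X-100 / Schedule: 50 min enzyme reaction at room temperature, protected from light / Measured by: endpoint fluorescence intensity from OMFP dephosphorylation / Read-out basis: % inhibition relative to no-enzyme and uninhibited control wells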
# MsrA inh = inhibits bovine methionine sulfoxide reductase A; purified bovine MsrA, absorbance read-out; inhibition, % at 15.5 µM; 0.75% of 360,000 active; in the data active = inhibition above about 4.5%;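 note: 0% = vehicle wells with enzyme and 100% = reference inhibitor wells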
# NRP1-CendR mod = modulators of CendR peptide binding to human neuropilin-1; O14786; FAM-RPARPAR peptide binding to NRP-1, fluorescence polarization; inhibition, % at 25 µM; 0.85% of 360,000 active; AID 602438;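 active = inhibition or corrected inhibition above about 18%, plus a signal ratio from 0.5 to 1.5, limit read from the data, passing the limit was not always enough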; note: strong numbers were not always called active
# SUMO1-SIM PPI = SUMO1-SIM interaction modulation. P63165. SUMO1 binding to a labelled peptide, TR-FRET, 1 h. inhibition, % at 20 µM. 0.33% of 360,000 active. AID 602429; in the data active = inhibition above about 37%
# DNMT1 inh = DNMT1 (human) enzyme inhibition; P26358; DNMT1 molecular beacon, Hinp1I cleavage, fluorescence; inhibition (reported as % activation of signal), % at 10 µM; 0.83% of 360,000 active; in the data active = inhibition above about 50%
# STEP block = STEP (human) phosphatase inhibition. recombinant STEP, OMFP fluorogenic substrate, fluorescence. P54829. inhibition, % at 20 µM. AID 588621. 0.25% of 360,000 active;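 active = inhibition at 20 µM, scaled per plate between control wells, above about 37%, limit read from the data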;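 note: 0% = DMSO with enzyme and substrate and 100% = substrate only without enzyme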
#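 Material: STEP (striatal-enriched tyrosine phosphatase) enzyme, cell-free; Compound dosing: 20 µM single dose in 1% DMSO; Technique: fluorescence read at 480 nm ex / 540 nm em; Times: reaction 20 min, ambient temperature; Medium: 50 mM Bis-Tris pH 6.0 with 2.5 mM DTT and 0.005% Tween 20; Also added: OMFP at 25 µM.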
# Scp-1 inhibitor = inhibitors of human Scp-1 phosphatase. Q9GZU7. Recombinant Scp1, phosphopeptide, malachite green phosphate absorbance. inhibition, % at 20 µM. 0.88% of 340,000 active. AID 493091;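 active = inhibition above about 50% at 20 µM, limit read from the data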;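 note: plate controls were DMSO wells with enzyme for no effect and wells lacking enzyme for full effect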
#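 assay system = SCP-1 phosphatase catalytic domain, residues 76-261 | buffer or medium = 50 mM Tris acetate pH 5.5, 0.005% Tween-20, 10 mM MgCl2 | incubation = enzyme reaction 45 min at room temperature, colour 5 min, stabilisation 30 min | signal = Phosphate-binding colour reagent, absorbance read at 630 nm | measure = % inhibition at 20 µM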
# eLon inh = inhibits E. coli Lon protease. 0.42% of 360,000 active. inhibition, % at 7.94 µM. P0A9M0. purified E. coli Lon protease, fluorescence polarization; in the data active = inhibition above about 13%, passing the limit was not always enough;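 note: 0% = enzyme with probe and DMSO and 100% = no enzyme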
# * marks the source's active call; other numbers are inactive results; / = no result given.
SMILES	eLon inh	STEP block	DNMT1 inh	NRP1-CendR mod	MsrA inh	SUMO1-SIM PPI	Tb MetRS inh	LMPTP block	Scp-1 inhibitor	bovine MsrA act
COc1ccc(C(C(=O)NC2CCCCC2)N(C(=O)Cc2c[nH]c3ccccc23)c2ccccc2C)cc1OC (centres undefined)	13	2	-14	-2	2.3	-5	0.1	3.4	-12	-3
COc1ccc(S(=O)(=O)Nc2nccs2)cc1OC	-9	-4	1	-6	-0.7	0	-0.7	-0.8	-5	-3
O=C(/C=C/NNC(=O)c1ccc(Cl)cc1)c1ccccc1	1	2	-8	-2	-1.9	-6	1.5	-0.3	-5	-5
Cc1cc(NS(=O)(=O)c2ccc(NC(=O)/C=C/c3ccc(Br)cc3)cc2)no1	-5	-4	1	-2	1.6	6	0.3	-0.8	-10	-6
COc1cc(/C=N/n2c(-c3n[nH]c4c3CCC4)n[nH]c2=S)cc(OC)c1O	2	0	4	10	2.6	3	0.0	-0.8	2	2
CSc1ncnc2c1ncn2CCCNCCCN1CCCC1=O	1	0	2	3	0.5	2	0.3	-1.2	/	1
CC(C)CCn1c(Br)nc2c1c(=O)n(CC(N)=O)c(=O)n2C	1	0	2	2	-0.5	-3	-0.3	0.3	-4	1
Cn1c(-c2ccc([N+](=O)[O-])cc2)nc2ccccc21	5	-3	0	12	3.6	-23	0.0	2.9	1	0
CN(C(=O)c1ccc2c(c1)CCO2)C(C)(C)C	10	1	-3	-6	1.2	1	-0.1	-0.7	-7	-3
Cn1c(=O)[nH]c2c(Cl)nccc21	7	-2	1	1	0.2	-1	-0.7	-0.7	6	-3
CC(=O)Oc1ccc(NC(=O)CSc2ccccc2)cc1	-4	-3	3	-3	-0.8	1	-1.1	-2.3	-6	-6
Cc1nc2n[nH]c(N)c2c2c1CCCC2	-2	2	-2	-2	0.1	5	0.4	3.2	-5	-1
Cc1cccc(Oc2sc(C(=O)c3ccccc3)c(N)c2C#N)c1	-6	6	-2	31*	1.3	-15	-1.2	2.7	-13	-4
Cc1c(Cl)c([N+](=O)[O-])nn1CCCC(=O)NC1CCCCC1	5	-2	-2	-4	1.5	-8	-0.7	-0.5	-6	-3
CCN(CC)C(=O)CSc1nnc(COc2ccccc2)n1CC	-2	5	-2	-5	0.0	10	-0.2	32	-7	2
Cc1ccc(S(=O)(=O)N2[C@@H](c3ccc(F)cc3)C(C(=O)O)=CC[C@H]2c2cccc(C)c2)cc1	-9	-2	0	-6	0.9	-1	-0.4	-1.3	-11	-3
COc1ccc(N2CCN(C(=O)c3ccc(CSc4ccccc4)cc3)CC2)cc1	-12	-4	-8	-1	1.1	-1	0.2	7.0	-4	-2
O=CN1Cc2ccccc2-c2ccccc2C1	0	-2	5	4	0.3	3	-0.2	0.1	-8	-3
C=CCN1C(=O)CSc2ccc(C(=O)N3CCC(C)CC3)cc21	3	21	0	-21	-1.1	3	0.6	-1.0	-6	-4
Cn1cnnc1SCNC(=O)C(F)(F)F	0	-1	-2	5	2.0	-1	0.3	-2.4	-6	0
CCC(=O)c1ccc(OCC(O)CN2CCN(S(=O)(=O)c3ccc(NC(C)=O)cc3)CC2)cc1 (centres undefined)	9	-3	3	12	0.5	-1	-0.7	-0.9	-1	-4
Cc1ccc2nc(Cn3cc(C(F)(F)F)ccc3=O)cc(=O)n2c1	0	-2	-4	4	1.4	-9	-0.8	-0.8	0	-7
CN1Cc2ccccc2N(CC(=O)NCc2ccccc2)C1=O	-1	0	-1	-11	-1.1	7	-0.6	0.3	-5	-5
C=CCn1c(C(C)NC(=O)c2cccs2)n[nH]c1=S (centres undefined)	-6	0	-1	19	1.0	-5	-0.4	-1.9	-10	-2
CNC(=S)Nc1ccc(Nc2ccccc2)cc1	0	-3	-5	14	-0.1	-2	-0.7	1.2	-2	-4
Cc1ccc(S(=O)(=O)N(C)C)cc1NC(=O)COC(=O)c1ccc2c(c1)OCCO2	-7	-1	1	1	0.0	0	-0.5	-0.3	-3	-3
CCOc1ccccc1N(CC(=O)NCc1ccco1)C(=O)CCC(=O)Nc1nccs1	-2	1	-3	-9	0.5	9	-0.4	-0.1	-9	-2
CC1(C)CC(=O)C(=Cc2cn(-c3ccccc3)nc2-c2ccc(Cl)cc2)C(=O)C1	-4	2	7	-3	-0.5	12	-0.4	-2.2	-3	-1
NC(=O)c1ccc(NS(=O)(=O)c2ccc3ccccc3c2)cc1	-6	1	1	-1	0.1	-1	-0.5	-0.6	-9	-2
COCOCCn1cc(CN2CCS(=O)(=O)N(Cc3ccc(-c4ccc(C)cc4)cc3)C(C(C)C)C2=O)nn1 (centres undefined)	-4	-3	-5	-10	-2.0	-2	-1.0	0.3	/	0

# Of the compounds above, 2 have bromine.
SMILES	eLon inh	STEP block	DNMT1 inh	NRP1-CendR mod	MsrA inh	SUMO1-SIM PPI	Tb MetRS inh	LMPTP block	Scp-1 inhibitor	bovine MsrA act
Cc1cc(NS(=O)(=O)c2ccc(NC(=O)/C=C/c3ccc(Br)cc3)cc2)no1	-5	-4	1	-2	1.6	6	0.3	-0.8	-10	-6
CC(C)CCn1c(Br)nc2c1c(=O)n(CC(N)=O)c(=O)n2C	1	0	2	2	-0.5	-3	-0.3	0.3	-4	1

# The list continues.
SMILES	eLon inh	STEP block	DNMT1 inh	NRP1-CendR mod	MsrA inh	SUMO1-SIM PPI	Tb MetRS inh	LMPTP block	Scp-1 inhibitor	bovine MsrA act
Cc1nc2ccccc2n1/N=C/c1ccc([N+](=O)[O-])s1	-16	1	-25	3	1.3	-21	-0.4	-0.1	-2	3
COC(=O)C1CN(S(=O)(=O)c2cc(OC)ccc2OC)CCS1 (centres undefined)	7	0	-1	4	-1.4	-3	-0.2	-0.7	-2	-1
Cc1ccccc1C(=O)Nc1nnc(-c2ccc(C(C)(C)C)cc2)s1	1	2	5	-2	-0.4	29	-0.5	1.9	-10	-3
O=C(CCn1cccn1)N1CCCC(Nc2ccc(F)c(F)c2)C1 (centres undefined)	-10	-1	2	0	-0.2	4	-0.4	-0.3	/	-5
N#Cc1nc(Cc2cccc3ccccc23)oc1NCCN1CCCCC1	5	1	0	6	0.1	1	0.2	-0.5	-5	-2
CCN(CC(=O)NCc1ccc(Cl)cc1)C(=O)CSc1cccc(C(F)(F)F)c1	-2	-1	0	4	-1.6	3	-0.4	1.5	-10	-5
O=C(COC(=O)c1cccs1)NCc1ccco1	-8	3	73*	-6	-0.3	5	-0.3	3.8	97*	0
COc1cccc(-n2c([S-])c(C(=O)Nc3ccc(S(=O)(=O)N4CCOCC4)cc3)[n+]3cc(C(N)=O)ccc23)c1	12	1	-13	5	1.1	-22	0.5	7.3	-8	0
O=C(NCc1ccccc1)/C(=C/c1ccc([N+](=O)[O-])cc1)NC(=O)c1ccco1	-44	-2	-4	1	2.6	-34	-0.2	0.2	-5	-3
CC(NC(=O)c1ccccc1N)c1ccccc1 (centres undefined)	6	-3	0	0	1.7	6	-0.3	-0.8	-9	-5
CCOC(=O)N1CCC(=C2c3ccc(Cl)cc3CCc3cccnc32)CC1	/	2	-3	4	-0.6	6	-0.2	1.8	-6	0
COc1ccc(-c2[nH]ncc2/C=N\NC(=O)c2cccs2)cc1OC	-7	2	-3	5	1.1	8	-0.5	0.7	-5	-4
COc1ccc(NC(=O)N(C)C[C@H]2Oc3c(NC(=O)NC(C)C)cccc3C(=O)N([C@H](C)CO)C[C@@H]2C)cc1	1	2	3	1	-1.0	-2	-0.3	-1.0	-3	-9
CCN(CC(=O)Nc1ccc2c(c1)OCCO2)C(=O)c1cccc(S(=O)(=O)N2CCOCC2)c1	-1	2	18	-1	-0.7	2	0.9	1.1	-11	0
O=C(CSc1nccc2ccccc12)N1CCN(c2ccccn2)CC1	-1	0	-3	-34	0.0	-13	0.2	-0.4	3	-3
CC1CC(c2ccccc2)n2nc(NC(=O)c3cccs3)nc2N1 (centres undefined)	-4	-3	2	1	-0.8	1	-1.4	-1.7	3	-4
COc1cccc(C2CC(=O)Nc3cc(OC)c(OC)c(OC)c32)c1OC (centres undefined)	-8	5	2	6	-0.3	2	-0.6	-1.1	-3	-5
CC(=O)Oc1ccc(N2C(=O)C3C4C=CC(C5CC45)C3C2=O)cc1[N+](=O)[O-] (centres undefined)	11	-1	5	14	-1.9	6	-1.0	-9.5	-2	-5
CCOC(=O)c1nnn(-c2nonc2-n2cccc2)c1C	-5	5	-1	-8	3.8	2	-0.8	-1.4	-7	-2
CCN(Cc1ccccc1)C(=O)c1nn(-c2ccc(OC)cc2)c(=O)c2c1c1ccccc1n2C	-7	1	-9	1	1.8	1	-1.2	3.8	-15	-7
CCN(Cc1ccccc1)S(=O)(=O)c1c(N)n(C)c(=O)n(C)c1=O	-12	0	-1	-1	1.1	2	-0.4	0.5	-2	-2
CCOc1cc(NC(=S)NCCCN2CCOCC2)c(OCC)cc1NC(=O)c1ccccc1	2	-1	-2	-12	0.0	2	-0.5	-1.3	-7	-2
CCOc1ccc(NC(=O)C2CCCN(S(=O)(=O)c3ccc4c(c3)CCCN4C(C)=O)C2)cc1 (centres undefined)	-8	0	-2	-4	-0.9	7	0.1	1.4	-3	-2
O=C(COc1ccc(Cl)cc1)NCCS(=O)(=O)N1CCN(c2ccccc2F)CC1	-1	-1	-1	-1	0.4	6	-0.3	0.3	-6	3
CN(C)c1cc(Nc2cccc(O)c2)c([N+](=O)[O-])c2nonc12	-9	0	30	-12	0.2	-21	-0.2	1.8	3	-2
O=C(CSc1cccc2cccnc12)Nc1ccccc1F	-1	-1	9	-8	-0.9	-10	-1.2	-1.7	0	-10
O=C(NC1CC1)C1CCN(c2ccc(S(=O)(=O)N3CCOCC3)cc2Cl)CC1	-7	-3	-4	-3	-0.3	2	-0.3	-2.2	5	-1
CC(C)CN1C(=O)CSCC1(C)C(=O)NC(C)C (centres undefined)	/	/	/	11	-0.4	6	-0.9	-0.9	/	/
COc1ccc(C(CCN2CCCC(C)C2)c2c(OC)cc(OC)c3c2OC(=O)CC3c2cc(OC)c(OC)c(OC)c2)cc1 (centres undefined)	7	-2	-1	18	/	-8	-0.3	2.8	2	-1
COc1ccc([C@@H]2C[C@@H](c3ccccc3)Oc3cc(OC)c(OC)c(OC)c32)cc1	-2	-1	-1	2	1.8	0	-0.3	3.6	-11	-2
Cc1c(C(=O)N2CCN(CCc3ccccn3)CC2)oc2ccc(F)cc12	0	-1	4	0	-0.2	0	-0.3	-1.3	-11	-8

# Screening results deposited in PubChem by several laboratories.
